WT yeast gro inh – growth inhibition of WT yeast, mitochondrial fusion screen | AID 1362 | actives 2.1% (n = 190,000) | inhibition, % at 10 µM | mitochondrial fusion phenotypic screen, WT strain; in the data active means inhibition above about 58%; tested in S. cerevisiae
Hep lipid drop – modulators of hepatic lipid droplet formation. inhibition, % at 6.5 µM. actives 0.4% (n = 240,000). AML12 mouse hepatocytes, oleate lipid droplets, BODIPY imaging;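 active means lipid droplet intensity inhibited by at least 50%, with more than 500 cells counted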
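Material – mouse AML12 hepatocyte cell line, fixed after treatment · Compound dosing – one dose, 6.5 µM compound · Times – compound with oleate, overnight · Measured by – Image-based BODIPY and DAPI two-channel analysis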
MT stabilize HCS – microtubule stabilization, imaging screen; actives 0.83% (n = 200,000); AID 2205; HeLa tubulin immunostaining HCS, 24 h; share of cells brighter than vehicle mean+2SD; % tubulin-high responders, % at 10 µM;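 active means plate Z-score above 3 for both tubulin-high and condensed-nucleus cell shares, with cell loss under 80%, at 10 µM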;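 further: anti alpha tubulin signal scored within the nucleus-defined area of each cell; some results filed as inactive read as strong as hits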
Dynein transport – blocks dynein driven cargo transport along microtubules. z-score, hits read low. actives 0.47% (n = 220,000). 3617.4 mouse cells, GR-EGFP nuclear translocation imaging; test concentration mostly 20 µM; stimulated with dexamethasone, 1 µM; active compounds read low;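 active means plate z-score of nuclear minus cytoplasmic receptor signal below a set negative limit, without overly bright fluorescence or cell loss, cut at about -3.5 in these data, passing the limit was not always enough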;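 further: z-score of nuclear minus cytoplasmic ring GR-EGFP intensity difference per well; some compounds called inactive have numbers as strong as hits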
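Buffer or medium: tet-free medium with charcoal-stripped serum / Also added: dexamethasone agonist, 1.0 µM final, for 30 min / Timing: induction 48 h, compound 1 h, agonist 30 min / Measured by: high-content fluorescence imaging after fixation / Read-out: nuclear-to-cytoplasmic GR-EGFP distribution per well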
bCat nuc transl – modulators of beta-catenin nuclear translocation. HeLa beta-catenin nuclear translocation, immunofluorescence imaging. nuclear translocation activity, % at 5 µM. actives 0.3% (n = 190,000). AID 1665;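 active means nuclear translocation activity above 50% at 5 µM, with a well cell count of 50 or more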;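 further: per-cell ratio of nuclear to cytoplasmic median beta-catenin stain intensity; plate controls were DMSO negative control for no effect and GSK-3 inhibitor IX positive control for full effect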
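Read-out: Nuclear/cytoplasmic beta-catenin signal ratio, % activation | Assay system: Human HeLa cell line | Times: 24 h compound exposure at 37°C, 5% CO2 | Signal: Fluorescence imaging of beta-catenin antibody stain plus DAPI | Dosing: 5 µM primary, 0.02–20 µM confirmation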
Autophagy mod – autophagy modulation, high-content screen; MEF GFP-LC3 puncta imaging; test concentration mostly 10 µM; calls only at 10 µM (by protocol); actives 0.98% (n = 190,000);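 active means percentage of spot-positive cells more than 3 SD above its plate mean, without a fluorescence outlier flag or 80% toxicity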;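 further: spot-positive cell cutoff set from DMSO-treated cells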
WT yeast gro inh mutant strain – also measured in WT yeast gro inh; calls as there; inhibition, %; mitochondrial fusion phenotypic screen, mutant strain inhibition
Dynein transport cytoplasmic EGFP – second read-out of Dynein transport, no call of its own (marks repeat the call); z-score; measured here: cytoplasmic GR-EGFP intensity; active compounds read high
Dynein transport nuclear GR-EGFP – also measured in Dynein transport; calls as there; z-score; measured here: nuclear GR-EGFP intensity;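 lower value marks the stronger effect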
Dynein transport cell count – also measured in Dynein transport; calls as there; z-score; measured here: cell count per field
Hep lipid drop cells 6.5 µM – further read-out of Hep lipid drop, marked with its call; cell count; measured here: cell count, cytotoxicity flag;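 cells counted across two imaged fields per well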
bCat nuc transl cell count 5 µM – also measured in bCat nuc transl; calls as there; cell count; measured here: cell count, cytotoxicity flag
MT stabilize HCS Hoechst-high % – further read-out of MT stabilize HCS, marked with its call; % Hoechst-high responders; measured here: nuclear condensation Hoechst responders;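 share of cells brighter than vehicle mean plus two SD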
MT stabilize HCS cytotoxicity % – second read-out of MT stabilize HCS, no call of its own (marks repeat the call); toxicity, %; measured here: cytotoxicity by cell density;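 0% = mean cell density of plate MIN control wells and 100% = no cells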
Autophagy mod cell loss 18 h – second read-out of Autophagy mod, no call of its own (marks repeat the call); toxicity, %; measured here: cell loss, nuclei count;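 cell loss after 18 h compound exposure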
Starred values were filed as active, the others as inactive; i = inactive; nt = not tested or not shown.

SMILES | WT yeast gro inh | Hep lipid drop | MT stabilize HCS | MT stabilize HCS Hoechst-high % | MT stabilize HCS cytotoxicity % | Dynein transport | Dynein transport cytoplasmic EGFP | Dynein transport nuclear GR-EGFP | Dynein transport cell count | bCat nuc transl | Autophagy mod | Autophagy mod cell loss 18 h | others
CCN1CCN(c2c(/C=C3\SC(=S)N(Cc4ccco4)C3=O)c(C)c(C#N)c(=O)n2C)CC1 | nt | 65* | nt | nt | nt | 0.23 | 0.15 | -0.1 | -0.26 | 1.8 | nt | nt | Hep lipid drop cells 6.5 µM=751*;bCat nuc transl cell count 5 µM=1329
O=c1ccn(Cc2ccccc2)c2ccccc12 | nt | 29 | nt | nt | nt | 2.2 | -0.83 | 0.96 | -0.55 | 1.2 | nt | nt | Hep lipid drop cells 6.5 µM=633;bCat nuc transl cell count 5 µM=1005
CC(NC(=O)c1cc2c(=O)n(C)c3ccccc3c2n1C)c1ccc2c(c1)OCCO2 (configuration not stated) | 16 | nt | 8.9 | 1.5 | 4.4 | 1.5 | -0.00036 | 1.1 | -1.3 | nt | nt | nt | WT yeast gro inh mutant strain=0
NC(=O)C1CCN(CCCNC2CC(=O)N(Cc3ccc(N4CCCC4=O)cc3)C2=O)CC1 (configuration not stated) | 11 | nt | 3.6 | 2.4 | 9.5 | -0.2 | -0.1 | 0.22 | -0.72 | nt | nt | nt | WT yeast gro inh mutant strain=6
CC(C)CCNC(=O)Cn1c(NCCC(C)C)nc2c1c(=O)n(C)c(=O)n2C | 20 | nt | 6.3 | 1.1 | 4.8 | 0.5 | -0.17 | 0.46 | -0.64 | nt | nt | nt | WT yeast gro inh mutant strain=11
Cc1ccc(Sc2ccc(N)cc2C#N)cc1 | nt | nt | 0.9 | 2.3 | 11 | nt | nt | nt | nt | nt | i | -7
COC(=O)N/N=C(C)/C=C/c1ccccc1 | nt | nt | 1.1 | 1.8 | 5.5 | nt | nt | nt | nt | nt | i | 10
CC(=O)c1cc(C#N)c(Oc2ccccc2)nc1C | nt | nt | 0.8 | 1.6 | 12 | nt | nt | nt | nt | nt | i | 7
CCN(CC)C(=O)n1nc(C)c(CN2C(=O)c3ccccc3C2=O)c1C | nt | nt | 2.0 | 0.9 | 4.5 | 0.2 | -0.12 | 0.97 | 0.0016 | nt | i | -13
Cc1cc(C)c2c(n1)nn1c(C3CC3)cc(C(F)(F)F)nc21 | nt | nt | 2.5 | 2.2 | 6.9 | 1.2 | -0.2 | 0.6 | 0.23 | nt | i | -4
Cc1ccc(-c2nc3ncccc3o2)cc1NC(=O)c1ccco1 | nt | nt | 2.6 | 2.0 | 19 | 0.44 | -0.051 | 0.93 | -0.33 | nt | i | -11
CN(C)c1ccc(NC(=O)c2cc3c(=O)n4ccccc4nc3n2C)cc1 | nt | nt | 3.1 | 2.0 | 7.3 | 0.26 | 0.57 | 0.63 | 3 | nt | i | -2
CN(CC1COc2ccccc2O1)C(=S)Nc1ccccc1 (configuration not stated) | nt | nt | 2.7 | 2.3 | 4.3 | 0.17 | -0.22 | 0.39 | 0.98 | nt | i | 21
O=C(Nc1ccccc1)c1ccc(CN2CCC(Cc3ccccc3)CC2)cc1 | nt | nt | 1.7 | 2.2 | 5.0 | -0.9 | -0.34 | -0.38 | 0.79 | nt | i | 10
Cn1c(=O)c2c(nc(CN3CCOCC3)n2Cc2ccccc2)n(C)c1=O | nt | nt | 1.6 | 2.1 | 2.9 | -0.91 | -0.23 | -0.38 | -0.11 | nt | i | 0
O=C(N/N=C/C=C/c1ccccc1)C(O)c1ccccc1 (configuration not stated) | nt | nt | 1.2 | 1.7 | 10 | 0.24 | -0.36 | 0.31 | 0.16 | nt | i | 2
COCCCNC(CC(=O)Nc1ccccc1C(=O)OC)C(=O)O (configuration not stated) | nt | nt | 3.3 | 1.9 | 3.0 | -0.66 | -0.097 | -0.29 | 1.4 | nt | i | -9
CCC(c1nnc(SCC(=O)NCC2CCCO2)n1Cc1ccccc1)N(C)C (configuration not stated) | nt | nt | 2.5 | 2.0 | 13 | 1.3 | -0.3 | -0.23 | 0.015 | nt | i | 6
COC(=O)c1cccc(Oc2nc(N3CCOCC3)nc(N3CCOCC3)n2)c1 | nt | nt | 2.5 | 1.1 | 2.8 | 0.6 | -0.29 | 0.26 | -0.45 | nt | i | -6
COc1ccc(CCNC(=O)N2c3ccccc3Sc3ccccc32)cc1 | nt | nt | 3.8 | 2.1 | 5.7 | 0.84 | -0.14 | 0.13 | -1.4 | nt | i | 21
Cc1nn(C(=O)CCCC(=O)n2nc(C)c(Cl)c2C)c(C)c1Cl | nt | nt | 2.5 | 2.6 | 6.3 | 0.22 | -0.3 | 0.023 | 0.12 | nt | i | 3
Clc1ccc(Br)cc1-c1nc(-c2cccnc2)no1 | nt | nt | 2.3 | 2.1 | 8.0 | 1.2 | -0.24 | 0.92 | -0.66 | nt | i | -3

A draw from above in order of number of heavy atoms, high to low.
SMILES | WT yeast gro inh | Hep lipid drop | MT stabilize HCS | MT stabilize HCS Hoechst-high % | MT stabilize HCS cytotoxicity % | Dynein transport | Dynein transport cytoplasmic EGFP | Dynein transport nuclear GR-EGFP | Dynein transport cell count | bCat nuc transl | Autophagy mod | Autophagy mod cell loss 18 h | others
Cn1c(=O)c2c(nc(CN3CCOCC3)n2Cc2ccccc2)n(C)c1=O | nt | nt | 1.6 | 2.1 | 2.9 | -0.91 | -0.23 | -0.38 | -0.11 | nt | i | 0
Cc1cc(C)c2c(n1)nn1c(C3CC3)cc(C(F)(F)F)nc21 | nt | nt | 2.5 | 2.2 | 6.9 | 1.2 | -0.2 | 0.6 | 0.23 | nt | i | -4
Clc1ccc(Br)cc1-c1nc(-c2cccnc2)no1 | nt | nt | 2.3 | 2.1 | 8.0 | 1.2 | -0.24 | 0.92 | -0.66 | nt | i | -3

Molecules listed so far that have an aryl thioether with sulfur outside any ring (2):
SMILES | WT yeast gro inh | Hep lipid drop | MT stabilize HCS | MT stabilize HCS Hoechst-high % | MT stabilize HCS cytotoxicity % | Dynein transport | Dynein transport cytoplasmic EGFP | Dynein transport nuclear GR-EGFP | Dynein transport cell count | bCat nuc transl | Autophagy mod | Autophagy mod cell loss 18 h | others
Cc1ccc(Sc2ccc(N)cc2C#N)cc1 | nt | nt | 0.9 | 2.3 | 11 | nt | nt | nt | nt | nt | i | -7
CCC(c1nnc(SCC(=O)NCC2CCCO2)n1Cc1ccccc1)N(C)C (configuration not stated) | nt | nt | 2.5 | 2.0 | 13 | 1.3 | -0.3 | -0.23 | 0.015 | nt | i | 6

Only part of the results is shown (hit frequency here may not be typical).
